# Compound activity deposited in PubChem BioAssay by National Center for Advancing Translational Sciences (NCATS).
# EPAC2 agonist: EPAC2 (human) agonism; EPAC2 activation, biochemical qHTS; response scale: 100% = 6.5 mM cAMP response; Potency, µM (top dose mostly 154 µM), for the others: at the highest dose activation, hits mostly activators; actives 0.079% (n = 360,000); further: nearly all actives have a fitted effect of over 50% in size
#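 Compounds were titrated in qHTS against a Rap1B-BODIPY-GDP (250 nM) complex with EPAC2 (100 nM) and GDP (50 uM). BODIPY-GDP release tracked at 480/540 nm over 30 min at room temperature, normalized to 6.5 mM cAMP.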
# aSyn rescue: inhibitors of alpha-synuclein toxicity in yeast; AID 652106; Potency, µM (top dose mostly 46.1 µM), inactives show at the top dose growth rescue (activation), hits mostly activators; actives 0.14% (n = 370,000); Yeast expressing alpha-synuclein, growth rescue, BacTiter-Glo, 24 h; further: % of control where 0% means no effect; nearly all actives have a fitted effect of over 65% in size
#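 Readout is rescue of growth in alpha-synuclein-expressing yeast, so inhibitors of toxicity appear as activators. Growth after 24 hr at 30 deg C in galactose medium is quantified by luminescence.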
# FUS suppressor: rescues growth of FUS-expressing yeast. S. cerevisiae FUS-expressing, growth rescue, OD600, 24 h. Potency, µM (highest dose often 76.6 µM), for inactives: at the top dose growth rescue (activation), most hits filed as activators. actives 0.24% (n = 390,000). AID 1347120;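 further: plate controls were DMSO vehicle for no effect and reference control for full effect; nearly all actives have a fitted effect of over 55% in size; some results filed as inactive show a strong effect at the top dose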
#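 Yeast FUS proteinopathy model; galactose-induced FUS (2%), starting OD 0.005. Cpds in dilution series, 24hr, 30C, 99% humidity. Abs 600 nm growth. Pos ctrl CP55940 (top 92uM final); neg ctrl DMSO.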
# EPAC1 agonist: agonists of human EPAC1; Potency, µM (highest dose often 154 µM), for the others: top-dose activation, actives largely listed as activators; actives 0.073% (n = 360,000); EPAC1 agonist qHTS, biochemical assay; response scale: 100% = response to 6.5 mM cAMP; AID 720707; further: nearly all actives have a fitted effect of over 60% in size
#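 EPAC1 100 nM, Rap1B–BODIPY-GDP 250 nM, unlabeled GDP 50 uM; compound titration; 5 min RT; kinetic read ex480/em540 at 5-min intervals ×30 min; data normalized to 6.5 mM cAMP agonist control.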
# PTHR1 ag: agonists of human PTHR1 parathyroid hormone receptor; AID 743266; Q03431; Potency, µM (highest dose often 115 µM), inactives show at the highest dose activation, most hits filed as activators; HEK293 GP2 PTHR1 cells, GloSensor cAMP luminescence, 1 h; actives 0.075% (n = 410,000); further: nearly all actives have a fitted effect of over 55% in size; some results filed as inactive show a strong effect at the top dose; inactives centre near -15; many of its hits are not listed in these tables
# Target sequence (Q03431 whole entry, looked up): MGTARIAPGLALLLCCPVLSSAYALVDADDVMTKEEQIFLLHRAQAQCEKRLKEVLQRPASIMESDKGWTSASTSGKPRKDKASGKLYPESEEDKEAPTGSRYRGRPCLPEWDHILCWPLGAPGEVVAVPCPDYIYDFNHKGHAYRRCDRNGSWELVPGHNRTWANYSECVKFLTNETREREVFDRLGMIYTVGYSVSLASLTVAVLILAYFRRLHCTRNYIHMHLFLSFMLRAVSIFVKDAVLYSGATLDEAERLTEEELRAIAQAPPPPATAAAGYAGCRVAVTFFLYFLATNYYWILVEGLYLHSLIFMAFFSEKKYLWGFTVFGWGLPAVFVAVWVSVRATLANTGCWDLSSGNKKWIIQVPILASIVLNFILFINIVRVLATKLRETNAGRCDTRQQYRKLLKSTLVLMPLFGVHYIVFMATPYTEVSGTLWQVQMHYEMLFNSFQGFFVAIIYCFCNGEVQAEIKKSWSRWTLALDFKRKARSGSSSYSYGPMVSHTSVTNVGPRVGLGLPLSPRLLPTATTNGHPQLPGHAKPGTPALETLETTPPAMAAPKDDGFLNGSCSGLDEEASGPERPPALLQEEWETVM
#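 HEK-293-derived GP2 cells expressing PTHR1 and a GloSensor cAMP reporter, 3,000/well, plated overnight, given luciferin plus IBMX (each 0.5 mM as added) for 1 h at 37 °C, then compound for 1 h at 37 °C. Luminescence was read after 15 min at room temperature.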
# TDP-43 yeast inh: rescues yeast growth from TDP-43 toxicity; TDP-43 expressing yeast growth rescue, BacTiter-Glo, 24 h; Potency, µM (highest dose often 46.1 µM), for the others: at the top dose growth rescue (activation), actives largely listed as activators; actives 1.8% (n = 410,000); further: % of control where 0% means no effect; nearly all actives have a fitted effect of over 50% in size
#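 Yeast cells expressing TDP-43 under galactose induction are exposed to compounds for 24 hr at 30 deg C. BacTiter-Glo luminescence measures growth, so protective compounds score as activators.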
# EPAC2 antagonist: EPAC2 (human) antagonism | Q8WZA2 | EPAC2 GEF exchange of Rap1B-BODIPY-GDP, fluorescence | Potency, µM (highest dose often 114 µM), for inactives: top-dose activity, negative = inhibition, most hits filed as inhibitors | actives 0.18% (n = 360,000) | AID 720708; further: on the % scale 0 is the no-effect control and ±100 the full control effect; nearly all actives have a fitted effect of over 45% in size; many of its hits are not listed in these tables
# EPAC1 antag: blocks human EPAC1 exchange factor; O95398; EPAC1 GEF assay, Rap1b-BODIPY-GDP exchange fluorescence; Potency, µM (highest dose often 115 µM), for inactives: top-dose activity change, negative = inhibition, hits mostly inhibitors; actives 0.14% (n = 360,000);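 further: plate controls were vehicle for no effect and positive control for full effect; nearly all actives have a fitted effect of over 50% in size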
# * hit, by the source's call; i = inactive; u = inconclusive; x = not tested or not shown; & = joins results of further samples; [ ] = dose if it differs, or a comment. The call rests on the fitted dose curve; in most records, active means well fitted curve in the direction sought with a large enough effect; inconclusive means small, poorly fitted or top-dose-only effect, or another doubt; inactive means no such curve, though single readings can be large; an effect the other way counts as inactive or inconclusive. Potency means the concentration at half of the fitted maximal effect.
# Every second line gives: EPAC2 agonist | aSyn rescue | FUS suppressor | EPAC1 agonist | PTHR1 ag | TDP-43 yeast inh | EPAC2 antagonist | EPAC1 antag
O=C(CCCN1C(=O)c2cccc3cccc(c23)C1=O)NC1CCS(=O)(=O)C1 (centres undefined)
  6.6% | -2.2% | -1.5% | -10.7% | -11.0% | -5.3% | 1.7% | -17.3%
O=C(Nc1ccc2c(c1)OCCO2)c1cc(-c2ccccn2)nc2ccc(Br)cc12
  0.0% | -2.2% | -5.6% | -0.1% | -6.5% | 16.9% | 12.7% | -0.6%
COc1ccccc1N1CCN(CCC(=O)Nc2cccc(F)c2)CC1
  8.3% | 2.5% | 4.3%&-29.4% | -3.9% | i | 13.5%&7.2% | -2.9% | 3.2%
CCOC(=O)CN1C(=O)S/C(=C/c2ccco2)C1=O
  -1.0% | 0.0% | 3.6% | -2.3% | i | 20.2% | 12.1% | -2.9%
O=C(c1cc(-c2ccccc2)nc2ccccc12)N1CCCC1
  7.4% | -7.2% | 4.9% | 10.2% | i | 0.9% | 1.0% | -19.0%
O=C(CNC(=O)c1n[nH]c2ccccc12)Nc1ccc(F)c(F)c1F
  0.6% | 0.8% | x | 2.7% | i | u | -2.2% | -4.8%
COc1ccc(NC(=O)CN2C(=O)C3(SCC(=O)N3c3cccc(OC)c3)c3ccccc32)cc1 (centres undefined)
  x | -0.2% | 2.4% | x | -1.6% | 18.4% | x | x
COc1ccc(S(=O)(=O)N2CCC(C(=O)NC3CC3)CC2)cc1Cl
  9.8% | 0.9% | -7.4% | 6.9% | -2.0%[57.5 µM] | -4.8% | 0.4% | 5.3%
CS(=O)(=O)N1CCC(Oc2ccccc2C(=O)NC2CCOC2)CC1 (centres undefined)
  -3.0% | -0.1% | -24.3% | -13.9% | -6.2% | -2.1% | 6.1% | 10.6%
O=C(NCc1ccc(F)cc1)C1CCCN1C(=O)NCc1ccccc1 (centres undefined)
  8.4% | 0.7% | 0.5% | 7.9% | i | -0.2% | 3.5% | -18.1%
Cc1ccc2nc(NC(=O)CSc3[nH]c(=O)ncc3C)sc2c1
  x | 9.7% | -2.7% | x | i | 17.0% | x | x
FC(F)(F)c1cc(-c2ccco2)nc(NCCc2ccccc2)n1
  -2.6% | -3.8% | 26.1% | 8.6% | i | 7.9% | -15.9% | -26.5%
CC(=O)Nc1cc(-c2cccc(NS(C)(=O)=O)c2)cn2c(-c3ccccc3)cnc12
  15.5% | 0.1% | 34.9% | 12.4% | i | 16.9% | 10.2% | 4.5%
CC(C)NS(=O)(=O)c1ccc(N2C(=O)c3ccccc3C2=O)cc1
  2.1% | -2.0% | -17.6% | 0.4% | -89.5%[inhibitor] | -30.5%[inhibitor] | 22.2% | 12.2%
Cc1ccc(NC(=O)c2ccccc2NC(=O)c2cccs2)cc1
  9.7% | -7.8% | -3.5% | 5.3% | i | 5.3% | 0.9% | -17.2%
O=C(N/N=C/c1ccc(Cl)c([N+](=O)[O-])c1)c1cnccn1
  5.4% | 6.6% | -1.3% | 6.9% | i | 26.1% | -1.3% | -16.9%
CCOC(=O)c1c(-c2ccc(C)o2)csc1NC(=O)CN(C)CC(=O)Nc1ccc(C)cc1
  -15.3% | 6.4% | 23.8% | -8.0% | -11.9%[57.5 µM] | 5.0% | 3.4% | 5.1%
CC(C)Cc1nnc(NC(=O)Cc2cccs2)s1
  5.4% | 0.3% | 27.5% | 1.0% | -9.6% | -13.5% | 8.5% | -17.8%
Cc1ccc(C(=O)NCc2ccc3c(c2)OCO3)cc1N1CCCC1=O
  -0.4% | 2.3% | -3.4% | -3.5% | -8.8% | 10.4% | -3.1% | -10.1%
CC(=O)c1cccc(-c2ccnc3c2CC(C(=O)Nc2ccc(Cl)cc2)O3)c1 (centres undefined)
  13.6% | 16.1% | u | 12.1% | -21.5% | 16.6% | -13.5% | -0.9%
COC(=O)C[C@@H]1CC[C@H](NC(=O)Nc2ccc(OC)cc2)[C@@H](CO)O1
  1.8% | -1.2% | -11.5% | -1.5% | i | 6.1% | 3.7% | -1.3%
COc1ccc(CNS(=O)(=O)c2cc3c(cc2C)N(C)CCO3)cc1
  15.0% | 7.7% | -5.5%&8.8% | -2.5% | i | 0.0%&-14.5% | -29.5% | -16.2%
CCOC(=O)c1oc2ccccc2c1NC(=O)c1cccc(OC)c1OC
  16.4% | 0.5% | 37.5% | 3.1% | i | -9.3% | -2.2% | -2.5%
C=CCOc1ccc(/C=C/C(=O)OCC(=O)NC2CCCCCCC2)cc1
  3.8% | 0.5% | -14.7% | 1.0% | -13.5% | 7.0% | 4.6% | -13.9%
CN(Cc1ccccc1)C(=O)c1cccc(NC(=O)Cc2ccc(NC(=O)C3CCN(S(=O)(=O)c4cccc([N+](=O)[O-])c4)CC3)cc2)c1
  3.6% | 24.6% | u | 2.2% | i | 4.9% | 11.8% | -15.9%
COc1cccc(S(=O)(=O)N(C)C[C@H]2OCc3cnnn3CCCC(=O)N([C@H](C)CO)C[C@H]2C)c1
  -5.1% | -0.4% | 2.9% | -15.8% | -15.4% | 17.2% | 5.2% | 21.0%
O=C(NCC1CCCO1)C1CC(=O)N(C2CCCCCC2)C1 (centres undefined)
  5.5% | -1.9% | -6.5% | -2.8% | -4.9%[57.5 µM] | -9.5% | 4.8% | 9.0%
COc1cccc(C2c3[nH]c4ccccc4c3C[C@H]3C(=O)N(CCCO)CC(=O)N23)c1OC (some centres undefined)
  5.0% | 1.0% | 5.4% | 9.0% | -7.9% | 18.9% | -4.9% | -4.4%
O=C(NCC1CCCN1S(=O)(=O)c1cccs1)c1c(F)cccc1F (centres undefined)
  -2.0% | -11.4% | 19.1% | -0.2% | i | -5.8% | -6.7% | 11.7%
CCOC(=O)N1CCN(C(=O)c2ccc(N(Cc3ccc(C)cc3)S(C)(=O)=O)cc2)CC1
  -8.3% | -5.2% | 34.5% | -1.0% | -28.3%[57.5 µM] | -7.1% | 10.7% | 6.4%
CC(C)c1ccccc1NC(=O)CCCC(=O)O
  4.6% | -0.3% | -4.5% | 6.1% | i | 2.3% | 3.8%[57.1 µM] | -1.0%
CCOc1ccc(C(=O)CCC(=O)N(CC)CC(=O)NCc2ccc(Cl)cc2)cc1
  -0.7% | -3.5% | 42.7% | -8.2% | -3.6% | -7.3% | -13.0% | -2.3%
Cc1cc(Cl)ccc1Oc1nccc(N(C)C)c1C#N
  9.3% | 2.1% | -11.4% | 17.5% | -2.4%[57.5 µM] | 29.4% | -23.3% | 1.1%
Cc1cccc(N2CCN(CCNC(=O)c3cc4c(s3)CS(=O)(=O)C4)CC2)c1C
  5.9% | 1.7% | u | 2.1% | -12.6% | -6.9% | 1.6% | -8.6%
CSc1ccccc1NC(=O)COC(=O)Cn1cc(C(F)(F)F)ccc1=O
  0.8% | 2.7% | -1.5% | -9.4% | i | 15.7% | 4.2% | -7.5%
O=C(NC1CCCCC1)C1CC(O)CN1C(=O)OCc1ccccc1 (centres undefined)
  7.0% | -9.2% | x | -1.7% | i | 24.1% | 5.4% | -11.7%
C=CCNC(=O)C1CC(c2cccc(OC)c2)=NO1 (centres undefined)
  0.8% | 0.5% | -2.9% | 10.2% | i | -10.2% | 0.6% | 5.1%
COc1ccc(NC(=O)c2ccccc2C(=O)N2CCCCC2)cc1
  -1.3% | 11.0% | 10.5% | -3.3% | i | 25.0% | 12.4% | 9.8%
O=C(CN(C(=O)CCC(=O)Nc1nccs1)c1ccc(F)cc1)NCCc1ccccc1
  -2.4% | 3.8% | -7.7% | -1.2% | i | 6.2% | -9.3% | 7.7%
O=C(O)c1cccc2c1C(=O)N(C1CCCCC1)C2
  u | 11.6% | -3.1% | 4.9% | -17.8% | -7.9% | 0.3% | 2.0%
CN(c1ccccc1)S(=O)(=O)c1ccc(Cl)c(C(=O)NC2=NCCS2)c1
  5.3% | -5.2% | -3.0% | -0.9% | -60.5%[inhibitor] | 9.7% | -3.1% | -12.8%
O=C(NNC(=O)c1cccs1)c1ccccc1
  8.3% | -3.7% | -14.2% | -11.2% | i | -2.1% | 7.8% | 1.3%
O=C(Nc1ccccc1Cl)C1CC(=O)N(Cc2ccco2)C1 (centres undefined)
  8.2% | -9.0% | 6.4% | 3.9% | -0.7% | 6.5% | 5.9% | -22.4%
O=C1NC(Cc2ccc(O)cc2)c2nc3ccc(F)cc3c(=O)n2-c2ncccc21 (centres undefined)
  1.6% | -1.8% | 0.9% | -16.2% | i | 11.2% | 7.9% | -7.2%
CN(C)/C=C1\C(=O)N(c2ccc([N+](=O)[O-])cc2)N=C1c1ccccc1
  -4.8% | -13.5% | 25.2% | 8.5% | -17.5% | 7.5% | -5.3% | -7.3%
CC(=O)Nc1ccc(Oc2nc(-c3ccccn3)nc3ccccc23)cc1
  6.3% | -5.0% | -5.0% | 0.9% | i | 24.7% | -0.7% | 7.7%
COc1ccccc1C(=O)C1CCCN(C(=O)c2cccnc2SC)C1 (centres undefined)
  0.7% | 5.3% | 8.0% | -4.8% | -15.4% | 25.5% | u | 1.2%
Cc1ccccc1N=C1NN=C(c2ccccc2F)CS1
  22.0% | 0.6% | 19.0% | -3.1% | -39.4%[inhibitor] | 0.0% | 1.8% | -3.9%
COC(=O)C1CCN(C(=O)COC(=O)CC(NC(C)=O)c2ccccc2)CC1 (centres undefined)
  -8.6% | 1.3% | -1.0% | 5.4% | i | 16.3% | -1.8% | -6.6%
CCN(C1CCCCC1)S(=O)(=O)c1ccc(S(=O)(=O)NCCc2ccncc2)cc1
  -1.0% | 1.7% | 2.5% | 3.1% | -13.6% | -2.0% | -1.0% | -1.1%
Cc1c(CC(=O)O)c(=O)oc2c(C)c3occ(-c4ccc(Br)cc4)c3cc12
  24.1% | 7.1% | -4.8% | 10.0% | -20.9% | -13.1% | -9.3% | 18.6%
CC(C)(C)NC(=O)C(c1cccs1)N(Cc1cccs1)C(=O)c1csnn1 (centres undefined)
  4.0% | 1.4% | -15.6% | 3.3% | i | u | -1.3% | 1.9%

# Some of the compounds tested, so the mix of outcomes need not match the whole.
